hIAP inh = human IAP inhibitors, primary screen, biochemical, luminescence, uHTS; purified IAP, CDP-Star luminescence, 30 min; inhibition, % at 10 µM; 330,000 tested, 0.12% active; AID 2544, 2010;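 active = inhibition reaching a set limit with compound at 10 µM in the primary screen, cut at about 35% in these data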;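 note: plate controls were DMSO wells with enzyme for no effect and no-enzyme buffer wells for full effect; values of inactives mirror those of a sister screen read the other way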
hIAP activ = human IAP activators, primary screen, biochemical, luminescence, uHTS | Intestinal-type alkaline phosphatase (Homo sapiens), P09923 | purified human IAP, CDP-Star luminescence, 30 min; stronger effect = higher value; 1 = vehicle-only enzyme, 0 = enzyme-free background | activation factor at 10 µM | 330,000 tested, 0.16% active | AID 2524, 2010;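 active = activation factor of the enzyme at least 2-fold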; note: the source names both 10 and 20 µM as test concentration; values of inactives mirror those of a sister screen read the other way
ATG4B inhibitor = ATG4B protease inhibitors, primary screen, biochemical, fluorescence, uHTS; 340,000 tested, 0.51% active; Cysteine protease ATG4B (Homo sapiens), Q9Y4P1; ATG4B cleavage of LC3-PLA2, NBD-HPC fluorescence, 1 h; AID 504462, 2011; inhibition, % at 8.33 µM; in the data active = inhibition above about 40%
Target sequence (Q9Y4P1 whole entry, looked up): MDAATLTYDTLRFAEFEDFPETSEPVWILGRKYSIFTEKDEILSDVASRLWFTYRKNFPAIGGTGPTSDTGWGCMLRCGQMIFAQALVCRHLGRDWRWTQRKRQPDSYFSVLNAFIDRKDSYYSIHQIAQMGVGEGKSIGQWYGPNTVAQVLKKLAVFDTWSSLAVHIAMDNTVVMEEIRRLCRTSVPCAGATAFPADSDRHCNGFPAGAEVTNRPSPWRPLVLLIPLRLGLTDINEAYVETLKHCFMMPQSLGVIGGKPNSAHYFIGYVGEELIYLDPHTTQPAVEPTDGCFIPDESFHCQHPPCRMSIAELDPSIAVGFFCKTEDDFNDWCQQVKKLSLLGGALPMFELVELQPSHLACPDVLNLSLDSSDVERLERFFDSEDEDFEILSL
APOBEC3A inh = APOBEC3A ssDNA deaminase inhibitors, primary screen, selectivity assay for APOBEC3G inhibitor project, biochemical, FAM/TAMRA oligo cleavage fluorescence; DNA dC->dU-editing enzyme APOBEC-3A (Homo sapiens), P31941; recombinant A3A, FAM/TAMRA ssDNA deamination fluorescence; inhibition, % at 20 µM; 330,000 tested, 0.41% active; AID 493011, 2011;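 active = at least 40% inhibition at 20 µM here, with at most 30% in a related deaminase screen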;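 note: plate controls were A3A with DMSO for no effect and wells lacking A3A enzyme for full effect; some results filed as inactive read as strong as hits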
Target sequence (P31941 whole entry, looked up): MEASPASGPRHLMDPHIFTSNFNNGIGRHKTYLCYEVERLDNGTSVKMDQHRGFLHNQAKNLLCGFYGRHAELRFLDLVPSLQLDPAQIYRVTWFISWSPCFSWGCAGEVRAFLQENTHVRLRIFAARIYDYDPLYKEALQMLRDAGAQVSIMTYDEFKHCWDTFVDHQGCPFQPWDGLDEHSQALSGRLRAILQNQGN
MPTP block = mitochondrial permeability transition pore inhibitors, primary screen, biochemical, isolated mouse mitochondria, absorbance. Ca2+ swelling absorbance, 30 min. inhibition, % at 10 µM. 360,000 tested, 1.4% active;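 active = inhibition of 50% or more, scaled per plate between neutral and stimulator controls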;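 note: 0% = DMSO wells given calcium and 100% = 1 mM EGTA wells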
beta cell repl = inducers of MIN6 beta-cell proliferation, primary screen, ATP luminescence, uHTS | 330,000 tested, 0.29% active | MIN6 cells proliferation, ATPlite luminescence, 48 h; cells starved in 0.2% serum; 100% = growth in 10% serum | proliferation, % at 10 µM;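 active = compounds whose signal lies at least 3.5 SD above the mean of all wells on their plate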;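 note: 0% = DMSO-treated cells in low-serum medium and 100% = 10% serum control; some compounds called inactive have numbers as strong as hits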
mIAP act = activators of mouse IAP, primary screen, biochemical, luminescence, uHTS; intestinal alkaline phosphatase [Mus musculus]; muIAP, CDP-Star luminescence, 30 min; stronger effect = higher value; 1 = vehicle-only enzyme signal, 0 = enzyme-free wells; activation factor at 10 µM; 330,000 tested, 0.24% active; AID 2805, 2010;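 active = activation factor of at least 2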; note: the source names both 10 and 20 µM as test concentration; values of inactives mirror those of a sister screen read the other way
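Assay system: mouse IAP enzyme; reagent: chemiluminescent substrate CDP-Star; dosing: test compounds delivered from DMSO solution; schedule: 30 min at room temperature; measured by: luminescence from enzymatic CDP-Star hydrolysis; controls: DMSO-only wells and no-enzyme negative control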
mIAP inh = inhibitors of mouse IAP, primary screen, biochemical, luminescence, uHTS; purified mouse IAP, CDP-Star luminescence, 30 min; AID 2806, 2010; 330,000 tested, 0.2% active; inhibition, % at 10 µM; intestinal alkaline phosphatase [Mus musculus];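 active = inhibition of at least 40% at 10 µM in the primary screen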;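 note: plate controls were DMSO with enzyme for no effect and no enzyme wells for full effect; values of inactives mirror those of a sister screen read the other way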
APOBEC3G inh = APOBEC3G DNA deaminase inhibitors, primary screen, biochemical, fluorescence, single-stranded DNA substrate, uHTS | recombinant A3G, ssDNA deamination FAM/TAMRA fluorescence | 330,000 tested, 0.28% active | AID 493012, 2011 | inhibition, % at 20 µM | DNA dC->dU-editing enzyme APOBEC-3G (Homo sapiens), Q9HC16;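 active = inhibition of at least 40% at 20 µM, with no more than 30% in the related APOBEC3A deaminase screen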;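 note: plate controls were DMSO wells with A3G for no effect and wells lacking A3G enzyme for full effect; some compounds called inactive have numbers as strong as hits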
Target sequence (Q9HC16 whole entry, looked up): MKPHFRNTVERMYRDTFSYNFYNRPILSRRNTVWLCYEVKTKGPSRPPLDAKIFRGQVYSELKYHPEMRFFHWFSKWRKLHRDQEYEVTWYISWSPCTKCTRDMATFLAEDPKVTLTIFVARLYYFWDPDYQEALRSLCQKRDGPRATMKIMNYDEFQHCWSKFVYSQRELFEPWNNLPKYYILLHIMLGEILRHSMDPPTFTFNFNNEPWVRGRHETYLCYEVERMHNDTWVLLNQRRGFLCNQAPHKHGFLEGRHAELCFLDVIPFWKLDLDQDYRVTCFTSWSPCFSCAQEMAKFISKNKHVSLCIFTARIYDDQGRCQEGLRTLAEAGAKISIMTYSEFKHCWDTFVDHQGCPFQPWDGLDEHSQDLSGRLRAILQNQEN
* = called active by the depositor.

Values run as follows: MPTP block, hIAP inh, hIAP activ, APOBEC3G inh, beta cell repl, APOBEC3A inh, mIAP inh, mIAP act, ATG4B inhibitor
- CCc1cc(-c2n[nH]c(=S)n2-c2cccc(C)c2)cs1
  0.2, -43.1, 1.43, 9.8, 0.8, -6.6, -6.4, 1.06, -2.7
- CCOC(=O)c1c(NC(=S)NC(=O)c2ccc(Cn3cc(Cl)cn3)o2)sc2c1CCCCC2
  2.4, 6.7, 0.933, -2.6, -3.6, 0.5, 5.2, 0.948, -2.6
- O=C(Nc1nnc(CCN2CCOCC2)s1)C1CCCCC1
  0.2, 13.1, 0.869, -1.1, -3.5, 3.1, 4.4, 0.956, 2.3
- CCC(=O)n1nc(NCc2ccccc2OC)nc1NCc1ccccc1OC
  0.5, -5.8, 1.06, -4.9, -1.9, -2.7, 9.2, 0.908, 41.0*
- CCc1ccc(NC(=S)N2CCC(NC(=O)C3CCCCC3)CC2)cc1
  0.4, 13.9, 0.861, -5.4, 0.0, -1.4, 1.8, 0.982, 7.9
- COc1ccc(NC(=O)c2cc(-c3ccccn3)nc3c(C)cc(C)cc23)c(C)c1
  0.5, 10.4, 0.896, 0.3, -6.2, -2.5, 4.8, 0.952, 12.5
- COc1ccc2nc(NC(=O)CCN3C(=O)c4ccccc4C3=O)sc2c1
  -0.9, -7.4, 1.07, 3.3, -1.6, 3.7, -10.4, 1.1, -19.3
- O=C(NN1C(=O)c2ccccc2NC1c1ccoc1)c1ccc([N+](=O)[O-])cc1 (stereo not given)
  0.5, -7.4, 1.07, -7.3, -3.3, -2.3, 0.7, 0.993, 3.3
- CC(C)(C)C(=O)Nc1ccc(-c2nc3ccccc3c(=O)o2)cc1
  0.2, 1.4, 0.986, -7.6, -4.8, -3.3, 11.6, 0.884, -2.5
- Cc1cc(Nc2ccccc2)nn1C(=O)c1ccc([N+](=O)[O-])cc1
  2.8, -6.3, 1.06, -0.2, 1.1, 2.1, 5.4, 0.946, 0.3
- Cc1cnc(C(=O)N2CCN(S(=O)(=O)c3cccc(Br)c3)CC2)cn1
  -0.2, 7.7, 0.923, -4.4, 1.3, -1.3, 0.6, 0.994, 3.2
- CCOc1ccccc1NC1=NCC(=O)N1Cc1ccc(F)cc1
  -1.8, -3.0, 1.03, -0.1, -2.0, -1.7, 6.7, 0.933, 8.8
- S=C(NCc1ccccn1)Nc1ccccc1Cl
  0.2, -3.6, 1.04, -10.0, -2.1, -1.0, -8.1, 1.08, 5.7
- N#Cc1c(F)cccc1N1CCOCC1
  -2.7, 3.2, 0.968, -4.7, 0.7, -2.3, -5.3, 1.05, -2.9
- CCOc1ccc(S(=O)(=O)N2CC(=O)Nc3ccccc32)cc1C#N
  -0.6, 17.5, 0.825, -5.4, -1.3, -4.6, -0.2, 1, 0.2
- COc1cc(C(=O)NCC2CCCCC2)cc(OC)c1OC
  0.8, -1.3, 1.01, -2.4, 1.8, 30.7, -5.3, 1.05, -1.7
- Cc1sc2ncnc(N3CCC(C(=O)Nc4ccc(S(N)(=O)=O)cc4)CC3)c2c1C
  -1.9, 2.7, 0.973, -6.9, -3.4, -3.1, -15.2, 1.15, -13.9
- CC1(C(=O)Nc2ccc3c(c2)OCO3)CC1(Cl)Cl (stereo not given)
  0.2, -13.2, 1.13, -5.8, -3.7, -0.8, 4.3, 0.957, -2.5
- O=C1CC(N2CCOCC2)=NN1c1ccc([N+](=O)[O-])cc1
  16.9, 26.3, 0.737, -2.2, -1.8, 1.4, 15.2, 0.848, 9.8
- CC(=O)Nc1ccc(S(=O)(=O)N2CCSC2c2ccco2)cc1 (stereo not given)
  -0.1, 4.2, 0.958, -4.1, -3.3, 1.2, -1.9, 1.02, 0.9
- CC(C)c1ccc(/C=N/NC(=O)c2nnn(-c3nonc3N)c2CN(C)C2CCCCC2)cc1
  0.3, 23.3, 0.767, -3.3, -4.2, -0.5, 14.0, 0.86, -4.7
- COC(=O)C1=C[C@@H](C(=O)OC)[C@@H]2C3=C(C(=O)[C@]2(C)NC(=O)c2ccccc2)[C@H](C)n2c(=O)n(-c4ccccc4)c(=O)n2[C@@H]3C1
  1.5, -6.5, 1.06, -1.7, -0.6, -0.4, 0.8, 0.992, -10.7
- COc1ccc(C(C#N)N2CCC(c3ccccc3)=N2)cc1OC (stereo not given)
  0.1, -3.1, 1.03, -4.8, 0.2, -1.6, 4.8, 0.952, -12.5
- Clc1ccc(CSc2nnc([C@@H]3CCCN3)o2)cc1
  -2.6, 21.7, 0.784, -2.6, -1.5, -0.3, -7.7, 1.08, 12.4
- CCCCn1nnc(NC(=O)CC23CC4CC(CC(C4)C2)C3)n1
  -4.1, 7.7, 0.923, -3.4, -3.3, 2.8, -3.8, 1.04, -11.9
- COc1cc2c(=O)n(Cc3ccccc3)c(=O)n(CC(=O)NCC3CCCO3)c2cc1OC (stereo not given)
  -1.3, -18.2, 1.18, -1.4, -2.7, -0.3, 0.0, 1, -9.1
- O=C(CSc1nc2ccsc2c(=O)n1Cc1ccccc1)NCc1ccco1
  0.7, 11.0, 0.89, -1.2, 3.4, 0.3, -5.6, 1.06, -5.8
- CCCc1cc(C(=O)Nc2cc(OC)c(Cl)cc2OC)no1
  -1.1, 5.8, 0.942, -7.0, 5.3, -1.2, 10.7, 0.893, -3.0
- CCn1c(SCC(=O)NC(C)C(C)C)nc2cc(S(=O)(=O)N3CCOCC3)ccc21 (stereo not given)
  -0.1, 1.1, 0.989, 2.9, 4.3, -2.5, -5.8, 1.06, -6.0
- O=C(CC1Sc2ccccc2NC1=O)OC(C(=O)NCCc1ccccc1)c1cccnc1 (stereo not given)
  -2.9, -7.5, 1.07, -1.8, 2.0, -1.5, 2.1, 0.979, -3.5

Three compounds from above with just APOBEC3A inh and mIAP inh:
structure	APOBEC3A inh	mIAP inh
CC(=O)Nc1ccc(S(=O)(=O)N2CCSC2c2ccco2)cc1 (stereo not given)	1.2	-1.9
S=C(NCc1ccccn1)Nc1ccccc1Cl	-1.0	-8.1
COc1cc2c(=O)n(Cc3ccccc3)c(=O)n(CC(=O)NCC3CCCO3)c2cc1OC (stereo not given)	-0.3	0.0

More records.
Values run as follows: MPTP block, hIAP inh, hIAP activ, APOBEC3G inh, beta cell repl, APOBEC3A inh, mIAP inh, mIAP act, ATG4B inhibitor
- O=C(O)CCC(=O)Nc1ccccc1C(=O)Nc1ccccc1
  -0.6, -26.6, 1.27, -3.3, -3.0, -2.8, -8.6, 1.09, -7.3
- O=C(CCN1C(=O)c2ccccc2C1=O)CN1CCOCC1
  -0.8, 5.5, 0.945, -5.9, -3.0, -8.4, -5.3, 1.05, 1.6
- CC1CCN(S(=O)(=O)c2cc(Cl)ccc2Br)CC1
  -1.4, 2.6, 0.974, -2.7, -1.1, 0.7, 2.9, 0.971, 4.0
- C/C(=N/NC(=O)c1ccc2nc[nH]c2c1)c1cccs1
  1.5, -30.9, 1.31, -2.8, -2.6, 2.0, 5.6, 0.944, -8.9
- Cc1ccc(C2(C)NC(=O)N(CC(=O)NNC(=O)c3ccccc3)C2=O)cc1 (stereo not given)
  -1.6, -12.1, 1.12, -9.1, 0.3, -0.2, -3.1, 1.03, -5.0
- COCCn1c(SCC(=O)N2CCCCC2)nc2ccccc2c1=O
  -1.8, -0.4, 1, -14.0, -2.5, -7.0, 0.0, 1, 18.8
- CCOC(=O)C1=C(C)Nc2ncnn2C1c1ccc2c(c1)OCO2 (stereo not given)
  -0.2, 0.9, 0.991, -4.8, -1.7, -1.8, -6.4, 1.06, -8.8
- Cc1cc(NC(=O)c2cc([N+](=O)[O-])cc([N+](=O)[O-])c2)no1
  0.3, 2.5, 0.975, -5.8, 0.2, -1.2, 6.3, 0.937, 0.7
- NS(=O)(=O)c1ccc(CCNC(=O)Cn2c(=O)c3cccn3c3cccnc32)cc1
  -1.6, -12.4, 1.12, -1.5, -3.9, 1.2, 1.7, 0.983, 0.6
- CC(=O)Nc1cccc(-c2cnc(N)c(C(=O)c3cccnc3)n2)c1
  0.4, -14.8, 1.15, 2.5, 10.9*, 1.3, -8.4, 1.08, -3.1
- CCCn1c(N)c(C(=O)COC(=O)CNC(=O)c2ccccc2OCC)c(=O)[nH]c1=O
  -2.3, 7.4, 0.925, -5.9, 2.0, -0.8, -8.0, 1.08, -0.6
- O=C(NC1CCSC1=O)C1CCCCC1 (stereo not given)
  -3.8, 0.9, 0.991, -5.0, 2.2, 0.2, -4.6, 1.05, -6.1
- Cc1nc2oc3ccc(F)cc3c(=O)c2cc1C(=O)NC(C)(C)C
  -0.7, 5.1, 0.949, -0.5, 3.0, 3.1, -1.2, 1.01, -9.7
- O=C(NC(=S)Nc1cc(-c2nc3ccccc3[nH]2)ccc1Cl)c1ccc2c(c1)OCO2
  57.3*, -19.9, 1.2, 0.4, -3.5, -1.1, 22.5, 0.775, 51.7*
- Cc1ccc(-c2csc3ncnc(Cl)c23)cc1
  30.3, 14.6, 0.854, 4.4, 2.0, 4.6, -3.7, 1.04, 10.5
- CCOc1ccc(S(=O)(=O)N(C)c2ccc(OCC(=O)NC3=NCCS3)cc2)cc1
  -1.0, -3.2, 1.03, -4.7, -1.6, -6.6, -7.1, 1.07, -6.2
- O=C(O)C1CCC(=O)N(C2CCCCC2)C1c1ccccc1 (stereo not given)
  0.9, 6.6, 0.934, 1.2, 2.1, -0.3, -10.5, 1.1, -17.8
- CC(/C=C/c1ccc2c(c1)OCO2)=N\NC(=O)c1cccc([N+](=O)[O-])c1
  -2.4, 24.0, 0.76, -2.6, -3.9, -2.2, 15.2, 0.848, 1.9
- CC(C)NC(=O)NNC(=O)c1nn(-c2ccc(F)cc2)ccc1=O
  2.1, -22.1, 1.22, -3.6, -0.7, 3.6, 19.8, 0.802, -1.9
- COc1cc(C(c2c(C)[nH][nH]c2=O)c2c(C)[nH][nH]c2=O)cc(Br)c1OC
  1.0, -8.5, 1.08, -4.0, -2.7, -3.8, -1.8, 1.02, -5.3
- CC(=O)/C(=N\Nc1ccccc1Cl)Sc1cccc2cccnc12
  1.3, 10.5, 0.895, -8.5, -5.6, -5.1, -4.9, 1.05, -10.6
- Oc1cc2ccccc2cc1-c1n[nH]c(=S)o1
  95.9*, -15.0, 1.15, -2.1, -3.4, -1.9, 15.5, 0.845, -8.5
- COc1ccccc1-c1cc(C(F)(F)F)nc(S(=O)(=O)CCCC(=O)N2CCCCC2C)n1 (stereo not given)
  -3.7, 17.6, 0.824, -3.0, -3.4, 1.5, -0.6, 1.01, -20.6
- Cc1ccc(S(=O)(=O)N2CCOCC2)cc1C(=O)NC1CCCC1
  -0.4, 8.5, 0.915, -4.2, 0.2, -0.7, 13.9, 0.861, 1.2

Source: PubChem BioAssay
